SMARCA2 act: SMARCA2 function activation, primary screen; activation, % at 9.1 µM; MG213 cells, MMTV-luciferase reporter, dexamethasone, overnight; 370,000 tested, 1% active; in the data active = activation above about 7.8%;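 also: 0% = vehicle wells and 100% = reference activator wells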
ssDAF12 agonist: activators of S. stercoralis DAF-12 nuclear receptor. 370,000 tested, 1% active. AID 652126. activation, % at 6.8 µM. HEK293 ssDAF-12/GRIP1 lit1-tk-luc reporter, luminescence; % of 3 µM dafachronic acid response;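 active = activation above the mean over all tested compounds plus 3 SD, cut at about 0.9% in these data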;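 also: 0% = DMSO-only wells and 100% = 3 µM delta7-dafachronic acid wells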
PLC-beta3 inh: PLC-beta3 (human) inhibition, primary screen. AID 720704. inhibition, % at 12.2 µM. Purified PLC-beta3, fluorogenic substrate, fluorescence. 370,000 tested, 0.18% active; in the data active = inhibition above about 11%;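 also: 0% = median of compound wells on plate and 100% = full blocker control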
Rev-erbA mod: modulates human Rev-erb alpha binding to DNA; activity, % at 10 µM; Rev-erbα–FITC-DNA binding, fluorescence polarization, 90 min; 370,000 tested, 0.79% active;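 active = activity above about 14%, limit read from the data; passing the limit was not always enough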;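 also: 0% = DMSO wells with 35 nM protein and 100% = DMSO wells with 750 nM protein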
Target sequence (P20393 whole entry, looked up): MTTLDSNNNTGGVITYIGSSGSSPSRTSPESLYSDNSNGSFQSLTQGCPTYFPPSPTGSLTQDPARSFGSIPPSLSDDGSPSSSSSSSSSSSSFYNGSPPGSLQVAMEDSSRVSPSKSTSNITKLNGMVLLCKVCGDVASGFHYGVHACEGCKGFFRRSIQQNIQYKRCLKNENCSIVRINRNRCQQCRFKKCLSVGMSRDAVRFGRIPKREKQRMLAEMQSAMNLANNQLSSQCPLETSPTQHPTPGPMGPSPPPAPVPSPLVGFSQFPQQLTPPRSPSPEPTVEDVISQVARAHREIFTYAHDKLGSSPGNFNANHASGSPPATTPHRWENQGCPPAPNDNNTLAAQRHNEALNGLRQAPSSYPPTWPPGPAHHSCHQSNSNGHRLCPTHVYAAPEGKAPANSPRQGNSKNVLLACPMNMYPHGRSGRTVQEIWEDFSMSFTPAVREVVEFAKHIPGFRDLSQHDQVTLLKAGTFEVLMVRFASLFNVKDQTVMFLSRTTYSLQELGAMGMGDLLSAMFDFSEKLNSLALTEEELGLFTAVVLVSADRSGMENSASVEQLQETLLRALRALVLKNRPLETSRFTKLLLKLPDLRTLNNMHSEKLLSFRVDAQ
hgDAF12 agonist: activates the H. glycines DAF-12 receptor ligand-binding domain; activation, % at 6.8 µM; 370,000 tested, 1.8% active; AID 687014; HEK293 GAL4-hgDAF12 UAS-luciferase reporter, agonist luminescence; normalized to butyrate control;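 active = activation above a cutoff set at the mean of all screened compounds plus 3 SD, cut at about 10% in these data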;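 also: 0% = DMSO wells and 100% = sodium butyrate wells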
DAX1 inh-1: blocks DAX1 repression of SF-1 activated StAR promoter | inhibition, % at 6.8 µM | HEK293T StAR-luciferase reporter, SF-1/DAX-1 repression relief | AID 652010 | 370,000 tested, 1.1% active;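 active = inhibition above the mean over all tested compounds plus 3 SD, cut at about 3.6% in these data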;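 also: 0% = DAX-1 cells with DMSO and 100% = cells lacking DAX-1 with DMSO; higher inhibition means more luminescence from relief of DAX-1 repression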
DAX1 inh-2: NR0B1 (DAX1) inhibition. 340,000 tested, 0.99% active. P51843. HEK293 Gal4-DAX1 luciferase reporter, luminescence. inhibition, % at 6.75 µM. AID 504766;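 active = inhibition above the mean over all tested compounds plus 3 SD, cut at about 4.2% in these data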;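 also: 0% = DAX1-transfected cells with DMSO and 100% = empty-vector control cells with DMSO; inhibition shows as a rise in luminescence from relieved DAX1 repression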
Target sequence (P51843 207-470 limits assumed): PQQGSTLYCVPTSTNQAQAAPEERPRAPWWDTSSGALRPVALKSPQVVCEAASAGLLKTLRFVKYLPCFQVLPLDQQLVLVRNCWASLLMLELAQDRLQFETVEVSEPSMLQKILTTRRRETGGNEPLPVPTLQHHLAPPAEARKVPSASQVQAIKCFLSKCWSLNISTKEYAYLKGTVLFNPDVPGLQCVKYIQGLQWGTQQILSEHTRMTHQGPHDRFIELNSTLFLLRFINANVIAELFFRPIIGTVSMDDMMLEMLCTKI
HGIII-sPLA2 inh: Inhibits HGIII-sPLA2 liposome hydrolysis, primary screen; Q9NZ20; QFRET BODIPY PC-A2 liposome hydrolysis, fluorescence; inhibition, % at 12.2 µM; 370,000 tested, 0.56% active; AID 743126;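 active = inhibition above mean plus 3 SD of compounds lying within the high and low control bounds, cut at about 19% in these data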;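 also: 0% = median of test compound wells and 100% = no enzyme DMSO wells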
PG9 binder: binds the HIV-1 gp120 antibody PG9. TR-FRET gp120-PG9 antibody binding. inhibition, % at 6.7 µM. 360,000 tested, 0.43% active; in the data active = inhibition above about 8.5%
FXN GAA850 act: frataxin GAA850 promoter activation | HEK293 lucGAA850 FXN promoter luciferase reporter, 24 h; percent of 10 µM SAHA response | activation, % at 6 µM | 360,000 tested, 0.56% active | AID 540364;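 active = activation above the average of all compounds screened plus 3 SD, cutoff fixed separately per campaign, cut at about 7.5% in these data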;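 also: 0% = DMSO wells and 100% = 10 µM SAHA wells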
hcDAF-12 act: H. contortus DAF-12 activation, primary screen; activation, % at 6.8 µM; 370,000 tested, 1.4% active; HEK293 hcDAF-12 lit1-tk-luc reporter, luminescence; 0% DMSO, 100% Δ7-dafachronic acid;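 active = activation above the mean of all tested compounds plus 3 SD, cut at about 5.5% in these data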;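 also: 100% = response to 3 µM Δ7-dafachronic acid high control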
Active calls of the source: *; nt = not tested or not shown.

SMILES	SMARCA2 act	ssDAF12 agonist	PLC-beta3 inh	Rev-erbA mod	hgDAF12 agonist	DAX1 inh-1	DAX1 inh-2	HGIII-sPLA2 inh	PG9 binder	FXN GAA850 act	hcDAF-12 act
Cc1ccc(C(=O)N(CC(=O)NC2CCCC2)c2cccc(F)c2)s1	-2	0.1	-2	1	1.1	0.1	-0.3	-5	-0.6	1.3	-2.5
O=C(CN1c2cccc3cccc(c23)S1(=O)=O)NCc1ccccc1Cl	-2	-0.8	-192	-2	-0.2	-0.8	1.1	0	0.3	0.4	-1.4
CNc1nc2c(c(=O)[nH]c(=O)n2C)n1CCCc1ccccc1	-5	-0.9	-5	0	-1.3	0.1	0.9	8	-2.2	1.0	-0.1
CC1(C)Cc2c(sc3c2c2ncnn2c2nnc(SCC(=O)NCc4ccco4)n32)CO1	-1	-1.1	3	6	-1.4	-0.1	-0.1	12	-0.6	-2.0	2.4
NC(=O)c1cccc(-c2coc3c(C(=O)NCc4ccccc4)cccc23)c1	0	-1.8	-4	5	-0.7	-0.8	nt	-7	0.8	0.2	-1.9
NC(=O)c1cc(NC(=O)COC(=O)CCCN2C(=O)c3cccc4cccc(c34)C2=O)cc(C(N)=O)c1	-4	-0.8	-14	6	-1.6	-0.2	0.2	6	3.6	2.4	-2.0
CCn1c(C)c(C(C)=O)c(N2CCN(C(c3ccccc3)c3ccccc3)CC2)nc1=S	2	-1.6	-4	-6	-1.5	-0.8	-1.1	-1	-0.5	-1.1	-1.8
COc1ccc(C(=S)N2CCN(S(=O)(=O)c3ccccc3)CC2)cc1	3	-1.2	1	-2	-2.0	-0.1	-0.1	8	-1.7	-0.3	-1.6
COc1ccc(CCNC(=O)CS(=O)(=O)c2cn(CC(=O)N3CCCC3)c3ccccc23)cc1OC	-4	-0.6	-8	5	0.4	-0.3	-2.4	14	-0.5	0.9	-0.1
O=C(c1cccc(S(=O)(=O)Nc2ccc(Br)cc2)c1)N1CCC1	-1	-0.9	-6	0	-0.2	-1.8	-0.1	-17	0.9	-0.1	-1.9
S=C1NCCC12C(=S)Nc1ccccc12 (stereo not given)	0	0.2	7	6	-2.4	-0.3	0.8	2	-2.0	-1.1	0.6
COc1ccc(NC(=O)c2ccc(C#CC(C)(C)O)cc2)cc1	-2	-1.5	1	-1	0.9	-0.6	0.6	-5	-1.6	0.8	-2.2
CC(=O)N1CCN(S(=O)(=O)c2ccccc2)C1c1ccccc1 (stereo not given)	-2	-1.6	2	3	-1.4	-0.1	0.6	6	1.1	-0.9	-2.1
COCCCNC(=O)c1ccccc1N(Cc1ccccc1)S(=O)(=O)c1ccccc1	5	-0.8	-3	1	2.3	-0.3	0.1	2	-0.2	0.3	0.4
Cc1ccc2[nH]c3c(c2c1)CCN1C(=O)OC(C)(C)C31C (stereo not given)	-1	-2.2	-6	-6	1.2	-1.4	-0.8	0	-0.8	-0.7	-0.2
COc1ccc(NC(=O)COC(=O)CCNS(=O)(=O)c2ccc(Cl)cc2)cc1	-2	-1.5	-12	-2	7.0	0.3	0.6	-1	0.1	0.9	0.2
CN1CCN(c2cc(-c3ccc4ccccc4c3)nc3ccnn23)CC1	1	-1.2	-241	-10	3.0	0.0	nt	-2	-0.3	-0.2	-1.2
CC(C)c1ccc(CNc2c([N+](=O)[O-])c(=O)oc3ccccc23)cc1	-2	-1.5	2	1	2.4	-0.3	-0.5	-12	1.0	1.8	-2.2
CCc1ccc(N(CC(=O)NC2CCCCC2)C(=O)CCC(=O)Nc2ccccn2)cc1	0	-1.6	0	0	-1.1	0.0	0.7	3	-1.2	0.5	-0.9
O=c1oc2ccc(Cl)cc2cc1-c1nnc(Nc2cccc(C(F)(F)F)c2)s1	1	-0.9	-6	8	3.1	0.6	1.1	2	1.7	1.3	0.1
Cc1c(Cl)cccc1NC(=O)c1ccco1	7	-0.6	-1	-3	-0.3	0.4	0.3	6	-2.2	1.6	-0.7
O=C(CSc1ccc2c(c1)OCCO2)NCCc1ccc(Cl)cc1Cl	0	-0.9	2	9	-0.8	0.2	0.4	3	-2.0	-1.5	0.6
CCCCN1CN2Cc3ccc(C)cc3C2CS1(=O)=O (stereo not given)	-3	-0.7	-13	8	-2.0	1.2	nt	2	nt	nt	-0.6
Cn1c(C(=O)O)c(CC(=O)NCC2COc3ccccc3O2)c2ccccc21 (stereo not given)	-2	-1.1	-2	-4	-0.9	-0.8	1.2	2	0.6	-1.1	0.7
O=C(O)CC1SC(N/N=C/c2ccc(Br)cc2)NC1=O (stereo not given)	-2	-1.5	-4	-4	2.4	-0.5	1.2	-4	0.4	2.5	1.0
C/C(=N\OCC(=O)NCC(F)(F)F)c1cc2ccccc2o1	2	-0.6	2	-3	7.4	1.0	1.5	4	1.6	0.3	0.1
COc1ccc(OC)c(NC(=O)CSc2nnc(-c3ccco3)n2-c2ccc(C(=O)O)cc2)c1	3	-0.1	3	-3	4.1	-0.1	1.1	1	-0.1	-1.2	1.0
COc1ccc(-c2csc(NC(=O)c3ccccc3S(C)(=O)=O)n2)cc1	2	-2.2	1	3	-2.8	-1.1	-0.9	-6	-1.4	-0.3	0.3
CC(C)(C)OC(=O)Nc1ccccc1-n1nnnc1C(C(=O)c1ccccc1)N1CCN(c2ccccn2)CC1 (stereo not given)	4	-0.5	-19	-3	-2.1	-0.4	nt	-4	-2.3	nt	-0.3
CC(C)CNC(C)C(=O)Nc1ccc(S(N)(=O)=O)cc1 (stereo not given)	1	-1.1	4	-5	3.4	0.6	-1.6	3	-1.3	2.2	1.1

An excerpt from above, showing only ssDAF12 agonist and DAX1 inh-1.
Compound | ssDAF12 agonist | DAX1 inh-1
COc1ccc(OC)c(NC(=O)CSc2nnc(-c3ccco3)n2-c2ccc(C(=O)O)cc2)c1 | -0.1 | -0.1
COc1ccc(-c2csc(NC(=O)c3ccccc3S(C)(=O)=O)n2)cc1 | -2.2 | -1.1
CC(C)(C)OC(=O)Nc1ccccc1-n1nnnc1C(C(=O)c1ccccc1)N1CCN(c2ccccn2)CC1 (stereo not given) | -0.5 | -0.4

Additional records
SMILES	SMARCA2 act	ssDAF12 agonist	PLC-beta3 inh	Rev-erbA mod	hgDAF12 agonist	DAX1 inh-1	DAX1 inh-2	HGIII-sPLA2 inh	PG9 binder	FXN GAA850 act	hcDAF-12 act
COc1cccc(C(NC(C)=O)c2nc(-c3ccc(F)c(Cl)c3)cs2)c1 (stereo not given)	1	0.0	-1	9	-1.4	-1.5	nt	-14	-0.4	2.4	-0.5
O=C(C[C@@H]1CC[C@@H]2[C@H](COC[C@@H](O)CN2Cc2cc(F)ccc2F)O1)NCc1ccc(F)cc1	-1	-0.9	-2	-2	0.1	0.4	nt	3	0.3	nt	0.1
CCCCN(CC(O)COc1cccc(C)c1)CC(O)COc1cccc(C)c1 (stereo not given)	-1	-1.0	6	1	-0.4	0.0	-0.4	-8	-0.9	-1.4	0.5
CCCCOC(=O)C1C2C=CC3(CN(CCc4ccccc4)C(=O)C13)O2 (stereo not given)	4	-0.9	0	-1	0.5	2.1	-0.7	-2	-0.7	1.9	-0.2
CCC(C)(C)C1CCc2[nH]nc(C(=O)NC(C)C)c2C1 (stereo not given)	0	-1.8	3	3	-3.8	-0.8	-0.2	5	-1.1	-0.8	-2.9
CC(=O)c1c(N2CCN(c3ccccn3)CC2)nc(=S)n(-c2ccccc2)c1C	2	-1.3	-3	5	-2.2	0.3	-0.8	0	-1.0	3.9	0.7
CC(C)(C)OC(=O)C[C@@H]1C/C=C\C[C@@H](CC(=O)N[C@@H](CO)Cc2ccccc2)C(=O)N2CCC[C@H]2COC1=O	1	-1.4	2	1	-1.1	0.4	-0.1	0	1.0	-0.7	-1.5
CCOc1ccc(C2CC(=O)N(Nc3ccc([N+](=O)[O-])cc3[N+](=O)[O-])C2=O)cc1 (stereo not given)	1	-1.3	-2	6	1.3	0.2	-0.4	-27	-0.3	1.4	1.1
CC(C)CCNC(=O)CCCc1ccccc1	-1	-0.7	8	2	0.3	0.2	0.2	7	-1.2	2.6	-0.5
O=C(O)C(Cc1c[nH]c2ccccc12)N1C(=O)C2C3c4ccccc4C(c4ccccc43)[C@@H]2C1=O (stereo not given in full)	-3	-0.5	-12	0	2.4	0.9	-0.2	-87	2.7	1.4	1.7
CSCCC(NC(C)=O)C(=O)OCC(=O)N(c1ccccc1)c1ccccc1 (stereo not given)	-2	-0.5	3	-6	-1.1	0.9	0.2	5	0.7	2.6	-1.3
CCOC(=O)N1CCC(Nc2c(NCCCN3CCN(CC)CC3)c(=O)c2=O)CC1	-3	-0.9	-2	-3	-0.6	0.5	-1.6	0	-0.4	0.4	-1.8
Cc1sc2nc3c4ccccc4c(NCc4ccco4)nn3c(=O)c2c1C	13*	0.3	-236	-3	14*	3.3	2.6	-5	2.5	10*	7.5*
Cc1ccnc(Nc2nc(-c3ccc(O)c(O)c3)cs2)c1	-1	-0.3	-26	8	5.1	-0.1	-1.4	12	-2.5	17*	4.5
COC(=O)C1=C(C)NC(=S)NC1c1sccc1C (stereo not given)	0	-0.4	-4	3	-2.4	-0.5	1.2	6	-2.1	-0.8	0.8
CCOC(=O)C1=NN(c2ccccc2)C2=NC(C)=C(C(=O)OC)C(c3cccs3)N12 (stereo not given)	3	-1.4	2	-9	-0.4	0.4	-0.1	4	-0.9	0.5	1.1
Cc1nn(CC(=O)NCc2cccnc2)c(C)c1[N+](=O)[O-]	-3	-1.4	-10	4	-0.5	0.6	1.8	7	0.7	1.1	-1.6
CCS(=O)(=O)N1CCC(C(=O)Nc2ccc3c(c2)CCC3)CC1	-2	-0.4	-11	4	1.8	-0.2	0.8	-2	-0.4	-0.7	-0.4
CCOc1ccc(N(Cc2cc3ccc(C)cc3[nH]c2=O)C(=O)COC)cc1	1	-1.3	-3	-8	-0.8	0.2	1.1	-3	-1.9	-0.9	0.1
CCC(=O)c1ccc(OCc2ccc(C(=O)OC)cc2)cc1	3	0.5	1	8	16*	3.2	-2.5	-7	-2.2	4.5	5.1
CC(NCc1cc(Br)ccc1OCC(N)=O)C12CC3CC(CC(C3)C1)C2 (stereo not given)	-3	-1.3	0	6	5.0	-0.1	4.1	-3	0.4	-3.1	1.3
O=C(Oc1ccccc1)N1CCCC1	-1	-0.6	-8	6	-0.9	-0.3	0.1	4	-1.2	2.4	2.8
Cc1cc(=O)[nH]c(NN=Cc2cc(Br)ccc2O)n1	-5	-2.0	-282	7	-8.5	-6.3	-4.5	3	-1.7	-7.4	-2.3
O=C(O)c1ccc(S(=O)(=O)N2CCCC2)cc1	-1	-0.9	-3	-4	-0.7	-0.1	-0.2	6	-0.3	1.7	-0.7
O=C(Nc1ccc(Cl)cc1)c1ccc2sc([C@@H]3O[C@H](CO)[C@@H](O)[C@H]3O)nc2c1	4	0.1	0	1	11*	1.9	nt	-6	-1.5	2.5	3.6

Compound activity from PubChem BioAssay.
